# MCL1 BIM primary: MCL1-BIM-BH3 interaction inhibition (human) | GST-MCL1 / FITC-Bim-BH3 fluorescence polarization | inhibition, % at 10.9 µM | actives 0.68% (n = 320,000) | AID 2057;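 active = inhibition above the mean inhibition of all tested compounds plus 3 SD, set per campaign, cut at about 40% in these data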;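 note: 0% = DMSO wells and 100% = unlabeled Bim-BH3 peptide control; higher means more loss of mP so more displacement of Bim peptide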
# Target sequence (Q07820 whole entry, looked up): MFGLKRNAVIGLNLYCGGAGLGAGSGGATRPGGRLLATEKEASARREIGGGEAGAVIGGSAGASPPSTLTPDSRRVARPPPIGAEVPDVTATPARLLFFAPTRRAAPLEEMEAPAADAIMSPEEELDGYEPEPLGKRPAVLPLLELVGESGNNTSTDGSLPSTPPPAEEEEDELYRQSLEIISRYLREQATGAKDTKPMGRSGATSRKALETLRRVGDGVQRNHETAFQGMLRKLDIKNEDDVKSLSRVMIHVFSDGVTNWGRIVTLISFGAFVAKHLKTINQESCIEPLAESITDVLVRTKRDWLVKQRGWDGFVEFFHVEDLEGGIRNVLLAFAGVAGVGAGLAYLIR
# GLD-1 TGE inh: GLD-1-TGE RNA interaction inhibition (C. elegans) | actives 0.44% (n = 320,000) | Q17339 | purified GLD-1 + fluorescein TGE RNA, fluorescence polarization | inhibition, % at 5.96 µM;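 active = percent inhibition above a per-plate cutoff, the plate mean of test compounds plus 3 SD, cut at about 30% in these data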;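 note: 0% = DMSO wells with GLD-1 and probe and 100% = wells lacking GLD-1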
# Bcl-xL primary: inhibitors of human Bcl-xL; Q07817; GST-Bcl-xL / FITC-Bim BH3 peptide fluorescence polarization; inhibition, % at 10.9 µM; actives 0.7% (n = 320,000);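 active = inhibition above the mean of all tested compounds plus 3 SD, cutoff set per campaign, cut at about 30% in these data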;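 note: 0% = DMSO wells and 100% = unlabeled Bim-BH3 peptide competitor; inhibitors lower millipolarization by displacing the labeled peptide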
# Target sequence (Q07817 whole entry, looked up): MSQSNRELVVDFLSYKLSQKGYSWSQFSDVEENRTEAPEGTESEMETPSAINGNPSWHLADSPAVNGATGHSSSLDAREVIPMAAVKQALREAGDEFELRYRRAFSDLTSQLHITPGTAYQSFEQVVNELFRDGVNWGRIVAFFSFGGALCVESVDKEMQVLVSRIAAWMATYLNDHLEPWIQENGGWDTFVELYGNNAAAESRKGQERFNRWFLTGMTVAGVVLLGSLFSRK
# AHR activator: activates the human aryl hydrocarbon receptor; P35869; AHR-responsive luciferase reporter cells, luminescence; activation, % at 5 µM; actives 2.5% (n = 320,000); AID 2796; in the data active = activation above about 47%;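 note: 0% = vehicle wells and 100% = reference agonist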
# pPAFAH inh: inhibitors of human plasma PAF acetylhydrolase (pPAFAH) | recombinant pPAFAH, FP-rhodamine probe fluorescence polarization | inhibition, % at 3.39 µM | Q13093 | actives 1.5% (n = 330,000);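 active = inhibition above the mean inhibition across the screen plus 3 SD, cut at about 25% in these data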;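 note: inhibitors block binding of the rhodamine activity-based probe so polarization drops; 0% = enzyme with DMSO and 100% = wells lacking pPAFAH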
# PAFAH1B2 inh: inhibitors of human PAFAH1B2 | AID 492953 | actives 1.2% (n = 340,000) | recombinant PAFAH1B2, FP-rhodamine activity probe, fluorescence polarization | inhibition, % at 3.39 µM;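 active = inhibition above the mean of all tested compounds plus 3 SD, cut at about 24% in these data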;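 note: 0% = enzyme with DMSO and 100% = wells lacking PAFAH1B2; many of its hits are not listed in these tables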
# Fam108B inh: counter-screen for RBBP9 inhibitors: inhibitors of mouse Fam108B; recombinant Fam108B, FP-Rh probe fluorescence polarization; inhibition, % at 9.51 µM; actives 0.33% (n = 300,000); AID 1947;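 active = inhibition above the screen mean inhibition plus 3 SD, computed separately per campaign, cut at about 18% in these data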;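 note: inhibitors lower polarization as less probe binds the enzyme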
# MEX-5 binding: C. elegans MEX-5 TCR-2 RNA binding activity | activity score (negative = inhibition of binding), % at 10 µM | Q9XUB2 | actives 0.38% (n = 300,000) | AID 1832 | MEX-5/FITC-TCR2 RNA binding, fluorescence polarization; stronger effect = lower value;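 active = inhibition past about -25% in most replicates, and total fluorescence under double the plate's negative control median, limit read from the data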;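 note: 0% = DMSO and -100% = 5 µM competing unlabeled TCR2 RNA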
# PME-1 inh: blocks human protein phosphatase methylesterase 1. inhibition, % at 5.9 µM. actives 0.53% (n = 320,000). Q9Y570. recombinant PME-1, FP-Rh probe fluorescence polarization;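 active = inhibition above the campaign mean of all compounds plus 3 SD, cut at about 26% in these data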;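 note: competitive labeling of PME-1 active site by serine hydrolase directed probe; 0% = PME-1 with DMSO and 100% = wells lacking PME-1 enzyme; inhibitors block probe labeling so polarization falls and inhibition rises; many of its hits are not listed in these tables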
# Target sequence (Q9Y570 whole entry, looked up): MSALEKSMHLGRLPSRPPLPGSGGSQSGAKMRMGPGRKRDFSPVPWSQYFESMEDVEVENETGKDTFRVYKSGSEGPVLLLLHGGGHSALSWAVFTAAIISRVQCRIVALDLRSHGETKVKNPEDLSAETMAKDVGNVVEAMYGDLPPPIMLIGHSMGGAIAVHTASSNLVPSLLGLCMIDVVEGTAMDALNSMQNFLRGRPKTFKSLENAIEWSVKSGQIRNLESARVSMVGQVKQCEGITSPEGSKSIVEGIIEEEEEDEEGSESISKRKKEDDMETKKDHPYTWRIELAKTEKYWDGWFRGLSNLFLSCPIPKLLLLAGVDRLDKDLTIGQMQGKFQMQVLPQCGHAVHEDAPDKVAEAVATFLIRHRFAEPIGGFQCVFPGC
# * marks the source's active call; other numbers are inactive results; x = no result given. An excerpt; count on the stated rates, not on these rows.
# Start of the listing, in advance:
SMILES,MCL1 BIM primary,GLD-1 TGE inh,Bcl-xL primary,AHR activator,pPAFAH inh,PAFAH1B2 inh,Fam108B inh,MEX-5 binding,PME-1 inh
COc1ccc(Cl)c(Cn2c(NCCCN(C)C)nc3c2c(=O)n(C)c(=O)n3C)c1,2,-3,0,-2,0,-1,6,3.8,1
O=C(NNc1ccccn1)c1ccc(Cl)nc1,6,0,6,-3,2,1,5,-0.3,-1

# All compounds of this part, repeating the preview:
SMILES,MCL1 BIM primary,GLD-1 TGE inh,Bcl-xL primary,AHR activator,pPAFAH inh,PAFAH1B2 inh,Fam108B inh,MEX-5 binding,PME-1 inh
COc1ccc(Cl)c(Cn2c(NCCCN(C)C)nc3c2c(=O)n(C)c(=O)n3C)c1,2,-3,0,-2,0,-1,6,3.8,1
O=C(NNc1ccccn1)c1ccc(Cl)nc1,6,0,6,-3,2,1,5,-0.3,-1
O=C(CCSc1ccccc1)Nc1ccccc1Br,2,4,3,-3,-4,-1,1,-0.2,3
Cc1ccc(OCC(=O)N(C)Cc2ccccc2)c([N+](=O)[O-])n1,-2,0,2,1,-3,8,-2,-0.4,-10
Cc1cc(C)nc(N2CCN(C(=O)CCC(=O)Nc3nnc(CC(C)C)s3)CC2)n1,0,-7,8,-1,4,4,2,1.8,0
CCOc1ccc(CCNC(=O)Nc2ccccc2C)cc1OCC,1,3,3,0,-4,-1,12,1.3,-2
Cc1ccc2nc(N3CCN(S(=O)(=O)c4ccc(C)c(Cl)c4)CC3)c(C#N)cc2c1,-8,0,0,6,8,1,-4,4.2,-4
COc1cc(NC(=O)CN2CCN(c3ccccn3)CC2)cc(OC)c1OC,-1,-2,3,0,4,4,-2,-2.5,-4
O=C(O)c1sccc1SCc1ccc(Cl)c(Cl)c1,15,6,6,5,-2,22,0,-1.5,-10
CCOc1ccc(CN2C(=O)CC(=O)N(S(=O)(=O)c3ccc(OCC)cc3)C2=O)cc1,-7,-8,-10,0,5,6,1,-5.7,-5
CS(=O)(=O)N1CCC(C(=O)Nc2cccc(Br)c2)CC1,0,1,1,5,-1,-4,-1,2.0,-1
COc1ccc(N(CC(=O)NCC2CCCO2)C(=O)CCC(=O)Nc2cc(C)on2)cc1OC (stereo unspecified),-5,-3,2,-2,1,-3,0,-1.3,0
CCOC(=O)CSc1nnc(NC(=O)c2cccc(S(=O)(=O)N3CCCC3)c2)s1,6,4,5,-1,3,1,2,-2.9,0
Cc1cc(OCC(=O)N(C)Cc2ccccc2)cc(C)c1Cl,-2,5,2,1,5,7,-4,1.2,1
Cc1ccc(C)c(NC(=S)NCCc2c[nH]c3ccccc23)c1,9,1,6,2,3,5,0,-0.2,12
Cc1ccc(-c2nc3ccccc3o2)cc1NC(=S)NC(=O)/C=C/c1ccco1,-1,0,10,34,4,-4,-3,-2.9,-3
CCOC(=O)c1c(C)[nH]c(C(=O)OCC(=O)N2CC(C)OC(C)C2)c1C (stereo unspecified),0,4,1,1,-3,-2,-4,0.7,-4
O=C1C=C(Nc2ccc(Cl)cc2Cl)CC(c2ccco2)C1 (stereo unspecified),-6,0,4,6,19,5,0,0.3,2
O=C(COc1ccc2ccccc2c1CN1CCOCC1)N1CCc2ccccc21,10,-2,0,6,-5,8,1,1.6,1
O=C(COC(=O)/C=C/c1cccs1)NC(c1ccccc1)c1ccccc1,-7,-2,7,0,-1,-6,-6,x,-16
COC(=O)c1ccc(OCC(O)CN2C(=O)c3ccccc3S2(=O)=O)cc1 (stereo unspecified),2,2,7,0,1,-7,3,-1.2,3
COc1ccc(C(=O)COC(=O)c2cc(C)no2)c(OC)c1,2,2,-6,1,0,2,x,x,0
COc1ccc(S(=O)(=O)NC(C)C(=O)NCc2cccnc2)cc1Cl (stereo unspecified),0,4,3,-1,1,1,3,-0.5,0
Cc1cc(C)cc(OCC(=O)NNC(=O)c2cc(C)[nH]n2)c1,12,-6,0,2,-10,8,0,-3.1,-8
COc1ccc(/C=N/NC(=O)c2ccoc2C)cc1COc1ccc(Cl)cc1,3,4,1,6,-13,-16,-32,1.1,-48
CCN(CC)S(=O)(=O)c1ccc(C(=O)Nc2ccc(OCC(=O)N3CCOCC3)cc2)cc1,-2,4,4,1,6,2,-1,-0.9,6
CS(=O)(=O)c1ccc(Cl)c(NC(=O)c2cccc(-n3cnnn3)c2)c1,-12,-5,-11,-2,-1,0,-5,0.3,-2
CCOC(=O)CSc1nc2cc(C(=O)NCc3ccco3)ccc2c(=O)n1C1CCCCC1,-6,5,4,-1,-1,1,-2,0.5,-3
COc1ccc(Nc2ncnc3ccc([N+](=O)[O-])cc23)c(OC)c1,15,5,5,21,1,3,1,-0.5,7
COc1ccc(N(C)C(=O)c2cn(CC(C)C)c(=O)c3cc(OC)c(OC)cc23)cc1,-2,5,2,3,-1,5,-6,3.7,4
CC(C)(CNC(=O)c1cc(-c2ccc(Cl)s2)nc2ccccc12)N1CCOCC1,-6,8,0,-2,3,-6,0,0.6,-2
Cc1cc(NC(=O)CSc2nnc3c(C)cc4ccccc4n23)no1,-4,7,2,4,-1,-3,11,2.7,-1
O=C(O)c1ccc2c(=O)n3c(nc2c1)/C(=C/c1ccc(F)cc1)CC3,-3,-5,7,3,-5,0,-5,-1.3,-11
CCN1CCCC1CNC(=O)c1ccc2c(c1)N(Cc1cccc(Cl)c1)C(=O)c1ccccc1S2(=O)=O (stereo unspecified),0,-2,5,2,-5,-4,-3,0.8,-1
COc1cc(OC)c(-c2sc(Nc3ccccc3)n[n+]2-c2ccc(F)cc2)cc1OC,-3,2,1,5,7,-6,2,-1.0,4
COC(=O)c1cc(OC)c(OC)cc1NC(=O)c1c(-c2ccccc2Cl)noc1C,1,4,4,0,1,5,-4,2.4,-2
CCC1(CC)NC(=O)N(CC(=O)OC(C)C(=O)Nc2cc([N+](=O)[O-])ccc2OC)C1=O (stereo unspecified),5,-5,1,0,-3,-4,-2,-0.8,3
O=C(NCCNC(=O)c1cc(Cl)ccc1Cl)c1ccco1,-5,14,1,-1,-1,1,5,-0.1,4
COc1cc(CN2CC(=O)N(c3ccc(C)c(C)c3)C2=S)cc(OC)c1OC,9,1,5,4,10,1,1,-1.2,-3
CNc1ccc(NC(C)=O)cc1[N+](=O)[O-],-1,-3,3,0,2,1,-3,x,-2
CC(=O)NC(CC(=O)c1ccc([N+](=O)[O-])cc1)C(Cl)(Cl)Cl (stereo unspecified),-2,2,-4,-3,-5,1,-3,-0.1,-10
CN(CCc1ccccn1)C(=O)CC1C(=O)NCCN1Cc1ccccc1C(F)(F)F (stereo unspecified),18,12,14,1,7,0,3,-2.2,6
COCC(=O)NCc1ccc2c(c1)OCO2,3,8,3,1,5,2,1,0.9,-4
CC1=NOC(=O)/C1=C/c1ccc(-c2ccc(Cl)cc2)o1,-2,-8,-3,28,12,10,19*,x,-1
CCCCCCCCn1cc(C(C)=O)c(=O)[nH]c1=O,-1,-2,-1,5,6,9,3,-1.5,-4
COc1ccnc(Oc2ccccc2)c1C(N)=O,-1,-10,1,0,1,6,3,-0.7,-1
COc1cc2sc3cc(NCC[C@@H]4CCCN4C)ccc3c(=O)c2cc1OC,x,-3,x,8,6,-3,x,x,x
COc1cc(C2NC(=O)CCC2[N+](=O)[O-])c(OC)cc1Br (stereo unspecified),-4,0,8,0,-1,-1,0,-0.2,-3
CCCC(=O)N1CC(=O)Nc2ccc(F)cc2C1c1ccccc1 (stereo unspecified),1,2,5,0,-4,-5,1,1.0,1
Cc1ccc(C(=O)Nc2ccncc2)cc1S(=O)(=O)N1CCOCC1,3,3,1,4,-3,0,2,-1.4,-8
O=[N+]([O-])c1cccc(/C=N\N2CCN(Cc3ccccc3Cl)CC2)c1,-7,-5,1,-9,5,5,-3,-1.2,3
Nn1c(Nc2ccccc2)nc2ccccc2c1=O,1,5,1,4,0,-5,2,1.2,-1
CN(C)C(=O)c1ccc(NC(=O)c2cccc(S(=O)(=O)N3CCCCCC3)c2)cc1,1,-2,8,0,1,5,x,x,-1
COc1cc(NC(=O)c2ccno2)cc(C(=O)Nc2cccc(C(F)(F)F)c2)c1,0,-1,7,64*,-22,-23,-47,1.9,-107
Clc1ccc(OCc2nc(-c3ccncc3)no2)c(Br)c1,-7,4,-1,6,6,-1,-3,-1.1,-1
Nn1c(SCc2cccc(F)c2)nnc1-c1cccnc1,-3,4,27,7,-4,7,-2,2.6,-2
CN(C)/C=C/C(=O)c1cnc(-c2cccc(Cl)c2)s1,-4,7,0,4,3,8,-1,10,-3
Cc1cccc(NC(=O)CCN2C(=O)C3C4C=CC(C4)C3C2=O)c1 (stereo unspecified),0,1,7,6,-1,2,4,0.0,5
O=C(CSc1nccn1-c1ccccc1)NO,-3,4,0,0,6,7,7,-0.8,4
COc1ccc2c(c1)C1OCCC1C(c1ccco1)N2 (stereo unspecified),3,5,4,9,1,2,4,0.2,-4

# Next results follow.
SMILES,MCL1 BIM primary,GLD-1 TGE inh,Bcl-xL primary,AHR activator,pPAFAH inh,PAFAH1B2 inh,Fam108B inh,MEX-5 binding,PME-1 inh
CNC(=S)NC1CC2CCCC(C1)N2Cc1ccccc1OC (stereo unspecified),2,1,0,0,1,5,0,0.0,2
CC(C)c1ccc(CN2C(=O)NC3(CCCCCC3)C2=O)cc1,2,6,0,0,6,3,1,0.9,0
CC(C)[C@H](NC(=O)OCc1ccccc1)C(=O)OCC(=O)NCCc1ccccc1,2,3,3,-1,10,-2,7,2.2,7
CCC(Sc1ncccc1C(=O)OC(C)C)C(=O)N1CCOCC1 (stereo unspecified),3,10,-2,-1,-1,3,4,2.1,0
CN(C)c1ccnc2sc3c(SCc4ccc(Cl)cc4)ncnc3c12,17,-2,6,3,-1,1,2,0.1,1
COc1ccccc1OC(C)C(=O)N1CCN(Cc2ccc3c(c2)OCO3)CC1 (stereo unspecified),-16,7,-8,0,4,3,0,1.7,2
O=C(NC(=S)NCCO)c1sc2ccccc2c1Cl,-3,5,3,-4,1,7,2,2.4,11
COc1cccc(C2CC(c3cccs3)=NN2S(C)(=O)=O)c1 (stereo unspecified),2,8,5,20,2,0,1,-1.1,-6
CCc1cccc2c(C(=O)CSc3nnc(-c4ccoc4C)n3C)c[nH]c12,1,-13,2,4,-2,4,3,0.7,1
CSc1ccccc1OCc1cc(C(=O)N2CCC(c3ccncc3)CC2)no1,1,2,4,-5,1,3,-3,2.6,2
O=C1c2oc3ccccc3c(=O)c2C(c2cccc(F)c2)N1CCCO (stereo unspecified),-2,-5,-1,11,2,-1,0,0.9,1
C=CCNC(=O)CSc1nnc(-c2ccccn2)n1Cc1ccccc1,3,2,2,2,-1,-3,-3,1.4,-3
Cc1cc(-c2nnc(-c3cccc(Cl)c3)o2)no1,4,7,9,4,0,6,0,3.0,1
CCN(CC)C(=O)N1CCn2c(nc3ccccc32)C1,4,-5,3,4,-2,-3,6,-1.8,4
COc1ccc(NC(=O)c2cncn2-c2ccccc2)cc1,0,5,4,22,-6,-2,-1,-1.2,0
CCCNC(=O)NCCc1ccncc1,6,-3,2,19,-7,1,-8,-1.2,-8
CCN(CC(=O)Nc1cccc(OC)c1)CC(=O)Nc1cccc2ccccc12,-3,5,-5,5,1,-3,x,x,-2
CCN(CC)S(=O)(=O)c1cccc(C(=O)N/N=C/c2ccc([N+](=O)[O-])o2)c1,6,-8,6,2,8,9,1,2.4,5

# Taken from above.
# Value for `O=C(CSc1nccn1-c1ccccc1)NO` in Bcl-xL primary: 0
# Value for `COC(=O)c1ccc(OCC(O)CN2C(=O)c3ccccc3S2(=O)=O)cc1` (stereo unspecified) in Bcl-xL primary: 7
